EP2 modulator: EP2 receptor (human) modulation; induction, % at 25 µM; EP2-expressing cells, cAMP HTRF FRET, PGE2 co-stimulation; P43116; 260,000 compounds, 0.83% hits;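 active means compounds whose cAMP rise, as percent of the full-agonist control response, exceeds 60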;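 further: rat C6 glioma line stably carrying human EP2 under a CMV promoter; the protocol text gives 20 µM as final concentration; 100% = response of wells given 1 µM PGE2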
Target sequence (P43116 whole entry, looked up): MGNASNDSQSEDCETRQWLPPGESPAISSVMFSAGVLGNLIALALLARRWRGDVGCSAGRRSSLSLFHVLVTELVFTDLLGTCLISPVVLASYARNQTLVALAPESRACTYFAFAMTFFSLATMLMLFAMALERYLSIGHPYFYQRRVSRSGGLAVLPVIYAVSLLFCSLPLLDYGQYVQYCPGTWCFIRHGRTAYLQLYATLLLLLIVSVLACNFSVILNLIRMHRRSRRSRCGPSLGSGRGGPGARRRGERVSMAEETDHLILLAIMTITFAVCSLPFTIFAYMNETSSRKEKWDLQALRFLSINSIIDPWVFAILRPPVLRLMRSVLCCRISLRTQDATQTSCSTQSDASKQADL
* hit, by the source's call. Only part of the results is shown; rates above refer to the full screens.

SMILES	EP2 modulator
CC(=O)Cn1cnc2c1c(=O)n(C)c(=O)n2C	1
Cc1nc(C)n(C(C)CNS(=O)(=O)c2ccc3c(c2)NC(=O)CO3)n1 (stereo unspecified)	-20
Cc1cc(C(=O)NCCOc2ccccc2Cl)co1	-21
COc1ccc(NC(=O)CSc2nc3ccc(Cl)cc3[nH]2)cc1	-93
Cc1nn(Cc2ccccc2)c(C)c1/C=C/C1=CCN(C)CC1	-89
CCOC(=O)CN1C(=O)C2(OCCO2)c2cc(Br)ccc21	-7
Cc1nc(NC(=O)c2ccccc2)sc1C(=O)N1CCCCC1	7
CCCNS(=O)(=O)c1ccc(OCC(=O)N2CCC(C)CC2)cc1	-43
COc1c(O)cccc1O	-6
Cc1ccc(OCC(=O)N2N=C(C(C)C)CC2(O)C(F)(F)F)cc1C (stereo unspecified)	-108
CO/N=C(\C(=O)NC1C(=O)N2C(C(=O)OCOC(=O)C(C)(C)C)=C(/C=C\c3scnc3C)CSC12)c1csc(N)n1 (stereo unspecified)	13
COc1ccccc1CCNC(=O)Cn1nc(C)n2c(cc3ccsc32)c1=O	-34
O=C(c1ccco1)N1CCC(n2nc(-c3ccco3)ccc2=O)CC1	-11
CCN(CC)Cc1ccc(C(=O)O)o1	-21
COc1ccccc1C(C)Nc1ncccc1C(=O)O (stereo unspecified)	15
COc1ccc(CNc2c(-c3ccco3)nc3cnccn23)cc1	-45
CC1CN(c2nc3c(c(=O)[nH]2)CCN(Cc2cc(Br)cs2)C3)CC(C)O1 (stereo unspecified)	-11
CC1=C(C#N)c2nc(N)c(C#N)c(C)c2/C1=C\c1ccc(N2CCOCC2)cc1	-34
COc1cccc(Cn2c([N+](=O)[O-])cnc2C)c1	-4
Cc1nn(C(C)C(=O)O)c(=O)c2cc3sccc3n12 (stereo unspecified)	-7
CC(C(=O)N1c2ccccc2Sc2ccccc21)n1nnc(-c2ccc(N3CCOCC3)cc2)n1 (stereo unspecified)	27
CC1=CC2C(C(C)C)CCC(C)(O)C2CC1 (stereo unspecified)	65*
Cc1ccc2[nH]c(=O)c(CN(Cc3ccccc3Cl)C(=O)N3CCCC3)cc2c1	-45
Cc1cc2cc3c(cc2n2c(=O)n(Cc4ccncc4)nc12)OCO3	-27
CCCC(NC(=O)c1cnc(SC)nc1)c1cccs1 (stereo unspecified)	-30
COc1ccc(OC)c(NC(=O)CSc2nnnn2-c2ccc(F)cc2)c1	-57
COCCNC(=O)Cn1cc(/C=C2\C(=O)NC(=S)N(c3cc(C)cc(C)c3)C2=O)c2ccccc21	-13
O=C(NCCCN1CCCC1=O)c1ncoc1-c1ccc(F)cc1	-32
Cc1ccc(-c2nnn(CC(=O)N(c3cccc(F)c3)C(C(=O)NC(C)(C)C)c3cccs3)n2)o1 (stereo unspecified)	-2
O=C1NC(=S)NC(=O)C1=Cc1cn(CCOc2ccccc2F)c2ccccc12	-40
Cc1ccc(C)c(N(C(=O)c2csnn2)C(C(=O)NC(C)(C)C)c2ccncc2)c1 (stereo unspecified)	16
Cc1ccc(CC(=O)NCCN2CCC(O)(c3ccc(F)cc3)CC2)cc1	-96
CN1[C@@H](C(=O)N2CCC3(CC2)OCCO3)C[C@@H](c2ccc(F)cc2)NS1(=O)=O	-18
COc1ccccc1NC(=O)C1=C(C)NC2=C(C(=O)CCC2)C1c1ccc(O)cc1 (stereo unspecified)	8
COc1ccccc1C1(O)CCCN(CC(O)c2ccc3c(c2)CCCN3C(C)=O)C1 (stereo unspecified)	-14
COc1ccc(/C(O)=C2/C(=O)C(=O)N(CCN3CCOCC3)C2c2ccc(OC)c(OC)c2)c(C)c1 (stereo unspecified)	15
O=C(NC1CCN(S(=O)(=O)c2ccccc2F)CC1)C1CCCCC1	-1
O=C(NCCN1CCC(O)(c2ccc(F)cc2)CC1)c1nccc2ccccc12	-48
CC(=O)c1cn(CC(=O)Nc2ccccc2F)c2ccccc12	-47
CC(C)c1ccc2[nH]c3nc(SCC(=O)Nc4ccc(F)cc4)nnc3c2c1	-24
COC(=O)c1cn(CC(=O)Nc2cccc(OC)c2)c2ccccc12	-37
COCCc1ncc(CN(Cc2ccccc2F)C2CC(C)(C)NC(C)(C)C2)cn1	-18
CCOC(=O)c1ccc(NC(=O)N2CCCC(c3nc4cc(C)c(C)cc4[nH]3)C2)cc1 (stereo unspecified)	-45
COc1ccc2c(c1)c(CN1CCCCC1CN1CCCCC1)cn2CC(N)=O (stereo unspecified)	-16
O=C(O)[C@@H]1CCN(Cc2oc(CO)cc(=O)c2O)C1	13
CCOC(=O)C(C)n1ncc2c3sc(C)cc3n(Cc3ccc(F)cc3)c2c1=O (stereo unspecified)	65*
CC1CC(C)CN(C(=O)CN2C(=O)[C@H]3CCCN3C(=O)c3ccccc32)C1 (stereo partly specified)	-8
COc1cc(C2NC(=O)NC3=C2C(=O)N(CCO)C3)ccc1O (stereo unspecified)	-31
Cc1nc2ccc(Cl)cc2[nH]1	5
CC(C)Sc1nc2c(c(=O)[nH]c(=O)n2C)n1CC(O)COc1cccc2ccccc12 (stereo unspecified)	46
(listing goes on)
SMILES	EP2 modulator
COc1ccc2nc(NC(=O)CCCC(=O)O)sc2c1	-6
CNc1ccccc1C(=O)N1CCc2c([nH]c3ccccc23)C1=O	-23
O=C(CN1CCN(c2ccccc2)CC1)Nc1ccc2c(c1)OCO2	-64
N#Cc1c(NC(=O)C(F)(F)F)sc2c3c(=O)c4ccccc4c(=O)c=3oc3ccccc3c12	-6
O=C1C=C(N2CCN(c3ccccn3)CC2)C(=O)c2c(O)ccc(O)c21	-9
NC(=O)CN1C(=O)Cc2ccccc21	-9
O=C(O)CSc1nc2ccccc2n1CC(=O)NC1CCCCC1	15
CC(C)c1c(O)nc(SCC(=O)Nc2ccc(F)cc2)[nH]c1=O	-8
Cc1cc(-c2ccccc2)nc2cc(C(=O)N3C(C)CCCC3C)nn12 (stereo unspecified)	7
CC(C)(CO)NC(=O)c1cc(S(=O)(=O)N2CCOCC2)ccc1Cl	3
O=C(Nc1nnc(C2CC2)o1)c1ccc(S(=O)(=O)N2CCCc3ccccc32)cc1	1
O=c1/c(=C/c2ccc3c(c2)OCO3)sc2n1CCCN=2	-42
CCc1nc(C)cn1S(=O)(=O)c1cc(OC)ccc1OC	8
Cc1ncc(-c2ccncc2)c(C2CCCN(C(=O)c3ccc(-n4cnnn4)cc3)C2)n1 (stereo unspecified)	15
Cc1ccc2ccccc2c1NC(=O)CSc1n[nH]c(-c2ccccc2O)n1	-83
CSC(=[SH+])[N-]N=C(c1ccccn1)c1ccccn1.[Cu][Br]	-64
Cc1ccc(C)c2[nH]c(=O)c(C3C(C#N)=C(N)Oc4c3ccc3ccccc43)cc12 (stereo unspecified)	-36
CCc1nc2scc(-c3ccc(C)cc3)c2c(=O)n1CCO	-16
COc1ccc(NC(=O)CSc2nc(-c3cccs3)cc(C(F)(F)F)n2)cc1OC	-130
CCc1nn(CC(=O)N(C)OC)c(=O)c2cc3occc3n12	-15

Entries above shown as hits in EP2 modulator.
SMILES	EP2 modulator
CC1=CC2C(C(C)C)CCC(C)(O)C2CC1 (stereo unspecified)	65*
CCOC(=O)C(C)n1ncc2c3sc(C)cc3n(Cc3ccc(F)cc3)c2c1=O (stereo unspecified)	65*

Rewritten with each value named: part of the list above.
O=c1/c(=C/c2ccc3c(c2)OCO3)sc2n1CCCN=2
  EP2 modulator = -42
O=C(Nc1nnc(C2CC2)o1)c1ccc(S(=O)(=O)N2CCCc3ccccc32)cc1
  EP2 modulator = 1
Cc1ncc(-c2ccncc2)c(C2CCCN(C(=O)c3ccc(-n4cnnn4)cc3)C2)n1 (stereo unspecified)
  EP2 modulator = 15
Cc1ccc2ccccc2c1NC(=O)CSc1n[nH]c(-c2ccccc2O)n1
  EP2 modulator = -83

Other results follow:
SMILES	EP2 modulator
CC1=C(C(=O)Nc2ccc(Br)cc2)C(c2ccccc2O)NC(=S)N1 (stereo unspecified)	-90
CC(C)C(=O)Nc1nnc(-c2ccccc2)s1	-3
Cn1c(CN2CCOCC2)nnc1SCC(=O)Nc1cccc2ccccc12	-19
O=C(COC(=O)c1ccco1)Nc1ccc(F)cc1	-25
O=C(O)COc1ccc(C2C3=C(CCCC3=O)NC3=C2C(=O)CCC3)cc1Cl	3
CN(C)CCN(Cc1cccs1)Cc1cn[nH]c1-c1ccc(Cl)cc1	-51
Cc1ncc(-c2ccncc2)c(C2CCCN(C(=O)C(C)(C)C)C2)n1 (stereo unspecified)	-26
O=C(NCc1ccc2c(c1)OCO2)[C@@H]1C=CCN1C(=O)C1CCCCC1	8
CCN(C(=O)c1ccccc1F)c1nc(-c2cc(OC)ccc2OC)cs1	35
O=C(C1CCCN(S(=O)(=O)c2ccc(Cl)cc2)C1)N1CCc2ccccc2C1 (stereo unspecified)	-89

Some of the entries above in another layout:
| compound | EP2 modulator |
| --- | --- |
| Cc1nc(C)n(C(C)CNS(=O)(=O)c2ccc3c(c2)NC(=O)CO3)n1 (stereo unspecified) | -20 |
| Cc1cc(C(=O)NCCOc2ccccc2Cl)co1 | -21 |
| COc1ccc(NC(=O)CSc2nc3ccc(Cl)cc3[nH]2)cc1 | -93 |
| Cc1nn(Cc2ccccc2)c(C)c1/C=C/C1=CCN(C)CC1 | -89 |
| CCOC(=O)CN1C(=O)C2(OCCO2)c2cc(Br)ccc21 | -7 |

Next section
SMILES	EP2 modulator
O=S(=O)(O)c1cc(N=C=S)ccc1/C=C/c1ccc(N=C=S)cc1S(=O)(=O)O	31
Cc1ncc(-c2ccncc2)c(C2CCCN(C(=O)c3cn(C)nc3C)C2)n1 (stereo unspecified)	-7
CCN(CC)c1ccc(CN2CCc3c(nc(N4CC(C)OC(C)C4)[nH]c3=O)C2)c(O)c1 (stereo unspecified)	-18
CC(=O)Nc1cccc(NC(=O)CSc2ncnc3sc4c(c23)CCC(C(C)(C)C)C4)c1 (stereo unspecified)	0
C=CCNC(=O)CSc1nnc(-c2ccoc2C)n1-c1cc(C)ccc1C	2
CCN1CCN(C(c2cc(OC)ccc2OC)c2nnnn2Cc2ccc3c(c2)OCO3)CC1 (stereo unspecified)	-35
COc1ccc(CCNC(=O)CSc2nc(C3CC3)nc3ccccc23)cc1OC	-15
O=C(c1ccc(F)cc1)[C@H]1CCCN(C(=O)c2ccco2)C1	-14
CCc1nn(CC(=O)N(C)OC)c(=O)c2cc3oc(C)cc3n12	5
COc1ccc(-n2ncc3c(SCC(=O)Nc4cc(OC)cc(OC)c4)ncnc32)cc1	-6
Cc1ccc2cc(CN(Cc3cccnc3)C(=S)Nc3ccccc3)c(=O)[nH]c2c1C	-45
CCN(CC)c1ccc(NC(=O)CNCc2cccs2)c(C)c1	-60
COc1cc2c(cc1OC)C(c1ccncc1)N(Cc1cn[nH]c1C(C)(C)C)CC2 (stereo unspecified)	-13
O=C(CSc1nnc(-c2cccnc2)n1Cc1ccccc1)NC1CCCC1	-24
CC(C)(C)c1ccc(Cn2nnc3c(=O)[nH]c(C4CCN(C(=O)C5CCCCC5)CC4)nc32)cc1	72*
O=C(O)c1ccccc1C1c2ccccc2Oc2ccccc21	-8
CCOc1ccccc1NC(=O)CSc1nnc(-c2ccccc2)n1C	14
COc1ccc(N2CN=c3s/c(=C\c4ccc(C)o4)c(=O)n3C2)cc1	-62
COc1ccc2cc(C(c3nnnn3C3CCCC3)N3CCOCC3)c(=O)[nH]c2c1 (stereo unspecified)	-9
CC(=O)c1ccc(S(=O)(=O)N(Cc2cccs2)Cc2cc3cccc(C)c3[nH]c2=O)cc1	-107
O=C(Nc1cc(-c2nc3ccccc3s2)c(Cl)cc1Cl)c1cccnc1	-28
Cc1cccc(N(C(=O)c2ccco2)C(C(=O)NC2CCCC2)c2ccco2)c1C (stereo unspecified)	27
COc1ccc(CCNC(=O)Cn2ncc3c4sc(C)cc4n(C)c3c2=O)cc1	-15
CCCOc1ccc2ccccc2c1C(c1c(C)[nH][nH]c1=O)c1c(C)[nH][nH]c1=O	-43
Cc1ccc2cc(CN(C(=O)c3ccccc3C)C3CCCCC3)c(=O)[nH]c2c1	-6
O=C(NCCNCc1ccccc1Cl)c1cccs1	-12
CCn1c(=O)oc2cc(S(=O)(=O)NCC(O)COc3ccc(C)cc3)ccc21 (stereo unspecified)	-45
CC(C)C(=O)NS(=O)(=O)c1ccc(NC(=O)c2ccco2)cc1	-3
CCOc1ccc2[nH]c(=O)c(CN(CC3CCCO3)C(=S)NCC3CCCO3)cc2c1 (stereo unspecified)	18
C[n+]1cn(CC(O)COc2ccc(F)cc2)c2ccccc21 (stereo unspecified)	3

A few values from the entries so far.
O=C(NCCN1CCC(O)(c2ccc(F)cc2)CC1)c1nccc2ccccc12 – EP2 modulator: -48
Cc1nc(C)n(C(C)CNS(=O)(=O)c2ccc3c(c2)NC(=O)CO3)n1 (stereo unspecified) – EP2 modulator: -20

Additional entries follow:
SMILES	EP2 modulator
CC1CCCCC1NC(=O)Cn1nnc(-c2ccc(N(C)C)cc2)n1 (stereo unspecified)	-50
COc1ccccc1Cc1nnc(NC(=O)c2cc(C3CCCCC3)no2)s1	-47
COc1cccc(-c2ccc(=O)n(CC(=O)Nc3nc(C45CC6CC(CC(C6)C4)C5)cs3)n2)c1	-18
COc1ccc(CN2COc3ccc(Br)cc3C2)cc1	-69
COc1ccc(Cl)cc1-c1ccc(C(c2c(C)[nH][nH]c2=O)c2c(C)[nH][nH]c2=O)o1	-26
Cc1ccc(-c2nnn(CC(=O)NC3CC3)n2)cc1	5
COc1ccc(-c2oc3cc(O[C@H]4O[C@H](CO)[C@@H](O)[C@H](O)[C@H]4O)c(OC)c(O)c3c(=O)c2OC)cc1O	14
CCC(=O)N1CCN(c2ccc(NC(=O)c3cccc(Cl)c3Cl)cc2)CC1	-21

Screening data from PubChem.
